A549 viability – Nrf2 qHTS screen for inhibitors: counterscreen for cytotoxicity. Potency, µM (doses to about 46 µM), for the others: at the highest dose activity change, negative = cytotoxicity, most hits filed as inhibitors. 390,000 tested, 0.16% active. A549 ARE-Fluc cells, CellTiter-Fluor viability, 18-24 h. AID 504648, 2011; also: potency is read from the fitted curve at half-maximal effect; % is scaled to controls: 0 for no effect and ±100 for the full control effect
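Cytotoxicity counterscreen: CellTiter-Fluor fluorescence was measured in A549 ARE_Fluc cells after 18-24 h of compound exposure in a concentration series. The subsequent BugLite luminescent read reports ARE-luciferase activity.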
HepG2 viability – qHTS for Inhibitors of TGF-b: Cytotox Counterscreen. Potency, µM (doses to about 46.1 µM), for inactives: at the top dose activity change, negative = cytotoxicity, most hits filed as cytotoxic. HepG2 CAGA-GFP viability, ATP luminescence, 18 h. 410,000 tested, 0.76% active; also: potency is read from the fitted curve at half-maximal effect; some results filed as inactive show a strong effect at the top dose
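CellTiter-Glo luminescence gave cytotoxicity after 18 hours at 37 degrees C. The cells were HepG2 CAGA-GFP in 1% FBS DMEM, stimulated with 500 pg/mL TGF-beta after compound addition. %Activity was normalised to no-cell wells (complete cell-killing) and DMSO (no toxicity), and curves were fitted and classified.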
MCF10A rerep – A quantitative high throughput screen for small molecules that induce DNA re-replication in MCF 10a normal breast cells. 350,000 tested, 2.9% active. MCF 10A DNA re-replication, Hoechst nuclear intensity, 48 h. AID 624296, 2012. Potency, µM (titrated, usually from 46.1 µM), inactives show top-dose activity, positive = re-replication, actives largely listed as activators; also: potency is read from the fitted curve at half-maximal effect; % of control where 0% means no effect; nearly all actives have a fitted effect of over 50% in size
S2 tox – Viability Counterscreen for Primary qHTS for Inhibitors of ATXN expression. 400,000 tested, 0.49% active. Potency, µM (series often up to 56.7 µM), usual class: cytotoxic. AID 651635, 2014. S2 cells (HEK-293 line with an ATXN2-luciferase reporter) viability, CellTiter-Fluor protease fluorescence, 24 h; also: potency is read from the fitted curve at half-maximal effect; nearly all actives have a fitted effect of over 40% in size
Nrf2 block – Nrf2 qHTS screen for inhibitors; A549 ARE-Fluc reporter, luciferase luminescence, 18-24 h; Potency, µM (highest dose often 46 µM), for inactives: at the highest dose activity change, negative = inhibition, hits mostly inhibitors; 360,000 tested, 2.1% active; AID 504444, 2011; also: potency is read from the fitted curve at half-maximal effect; % is scaled to controls: 0 for no effect and ±100 for the full control effect; nearly all actives have a fitted effect of over 60% in size
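Quantitative HTS in A549 cells stably bearing an antioxidant response element-firefly luciferase construct. Inhibition of Nrf2-driven transcription was scored by luminescence after 18-24 h of compound exposure at 37 °C.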
ATXN2 expr inh – Primary qHTS for Inhibitors of ATXN expression; HEK-293 ATXN2-luciferase reporter, luminescence, 24 h; Potency, µM (top dose mostly 57 µM), for inactives: top-dose activity change, negative = inhibition, hits mostly inhibitors; 360,000 tested, 0.72% active; AID 1745845, 2022; also: potency is read from the fitted curve at half-maximal effect; % is scaled to controls: 0 for no effect and ±100 for the full control effect; nearly all actives have a fitted effect of over 55% in size
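ATXN2-luciferase reporter cells (luciferase flanked by upstream and downstream ATXN2 gene portions) were treated 24 h at 37 °C with compounds at up to 57 uM. SteadyGlo luminescence gave expression; GF-AFC fluorescence gave viability.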
IL1B secr inh – qHTS for Inhibitors of Inflammasome Signaling: IL-1-beta AlphaLISA Primary Screen; THP-1 LPS/ATP IL-1B secretion, AlphaLISA, 16 h; active compounds read low; activity change, % at 57.5 µM; 360,000 tested, 4.7% active; AID 743279, 2014; in the data active = activity change below about -50%; inconclusive = mostly about -30% to -49%; also: % is scaled to controls: 0 for no effect and ±100 for the full control effect
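THP-1 cells pretreated 1 hr with compounds (up to 57.5 uM final), then stimulated with LPS (250 ng/mL final) plus ATP (1.25 mM final); secreted IL-1B measured by AlphaLISA after 16 hr, decreased signal indicating inhibition.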
Nrf2 ARE act – qHTS of Nrf2 Activators | AREc32 ARE-luciferase reporter (MCF7-derived line), luminescence, 24 h | Potency, µM (titrated, usually from 46.1 µM), inactives show top-dose activation, hits mostly activators | 410,000 tested, 0.31% active; also: potency is read from the fitted curve at half-maximal effect; % of control where 0% means no effect; nearly all actives have a fitted effect of over 65% in size
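For detection, Steady-Glo was added and plates sat 30 min at RT; before that, AREc32_Fluc cells grown overnight in OPTI-MEM/5% FBS had been treated with 23 nL compound for 24 hr at 37 deg C.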
TGFb inhibitor – qHTS for Inhibitors of TGF-b | Potency, µM (series often up to 46.1 µM), inactives show at the highest dose activity, negative = inhibition, usual class: inhibitors | 410,000 tested, 1.2% active | HepG2 CAGA-GFP TGF-b/SMAD3 reporter, GFP fluorescence, 18 h; TGF-beta stimulated, 500 pg/mL final | AID 588855, 2011; also: potency is read from the fitted curve at half-maximal effect; % is scaled to controls: 0 for no effect and ±100 for the full control effect; nearly all actives have a fitted effect of over 65% in size
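Smad-responsive CAGA-GFP expression was quantified in HEPG2 cells exposed to compounds and 500 pg/mL final TGF-beta for 18 h at 37 degrees C; unstimulated wells defined full inhibition.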
Numbers without * were called inactive; i = inactive; ? = inconclusive; . = no result given; [ ] = another dose, or the depositor's remark. Unless noted, calls follow the shape of the dose curve; as a rule, active = well fitted curve in the direction sought with a large enough effect; inconclusive = small, poorly fitted or top-dose-only effect, or another doubt; inactive = no such curve, though single readings can be large; an effect the other way counts as inactive or inconclusive.

The first 2 entries (preview)
Molecule,MCF10A rerep,Nrf2 ARE act,TGFb inhibitor,ATXN2 expr inh,A549 viability,IL1B secr inh,S2 tox,Nrf2 block,HepG2 viability
C[C@H]1CN([C@@H](C)CO)C(=O)CCCn2cc(nn2)CO[C@@H]1CN(C)C(=O)CCC(F)(F)F,.,-1.2%,-1.1%,-14.4%,.,13.1,i,.,46.6%
O=C(CC1NCCNC1=O)Nc1cccc([N+](=O)[O-])c1 (stereo unspecified),-0.9%,5.7%,-4.3%,-3.8%,2.0%,9.1,i,6.7%,-61.1%

All compounds of this part, previewed entries included:
Molecule,MCF10A rerep,Nrf2 ARE act,TGFb inhibitor,ATXN2 expr inh,A549 viability,IL1B secr inh,S2 tox,Nrf2 block,HepG2 viability
C[C@H]1CN([C@@H](C)CO)C(=O)CCCn2cc(nn2)CO[C@@H]1CN(C)C(=O)CCC(F)(F)F,.,-1.2%,-1.1%,-14.4%,.,13.1,i,.,46.6%
O=C(CC1NCCNC1=O)Nc1cccc([N+](=O)[O-])c1 (stereo unspecified),-0.9%,5.7%,-4.3%,-3.8%,2.0%,9.1,i,6.7%,-61.1%
NC(=O)c1oc2ccccc2c1NC(=O)CS(=O)(=O)c1ccccc1,-0.6%,0.1%,13.5%,-1.4%,0.8%,-12.3,i,14.7%,-5.3%
O=C(Nc1cccc(S(=O)(=O)N2CCOCC2)c1)C1CCCN(C(=O)c2ccc(Cl)cc2)C1 (stereo unspecified),11.0%,0.2%,-12.9%,0.0%,0.2%,9.4,i,?,-13.8%
COC(=O)c1ccc(Nc2ncnc3sccc23)cc1,-1.2%,0.6%,13.6%,56.7%[activator],2.4%,-10.1,i,-0.9%,11.9%
COc1ccccc1OCCn1c(=O)n(C)c2ccccc21,-0.5%,2.4%,0.0%,24.9%,-1.4%,-11.3,i,?,-24.8%
COc1ccc(Cn2c(=O)[nH]c3cc(C(=O)Nc4ccccc4C)ccc32)cc1,3.7%,2.1%,16.9%,-7.0%,-2.3%,-29.1,i,6.1%,19.6%
O=C(O)c1ccc2c(c1)C(=O)N(c1cccc(S(=O)(=O)Nc3cccc(C(F)(F)F)c3)c1)C2=O,-2.8%,-0.4%,0.7%,0.0%,3.6%,5.6,i,-6.2%,2.6%
Cc1ccc(NC(=O)NCc2cccnc2)cc1Cl,-1.8%,0.5%,-1.2%,14.8%,0.8%,0.8,i,9.8%,-5.0%
O=C(CSc1nnnn1C1CC1)N1CCN(Cc2ccccc2F)CC1,19.8%,-0.2%,4.8%,5.0%,-2.9%,0.1,i,6.3%,-4.6%
CCCCN(C(=O)c1cccc2c(=O)c(C)c(-c3ccccc3)oc12)c1ccccc1,?,-0.3%,14.1µM*,?,0.1%,0.0,i,?,-9.5%
COc1ccc(C(=O)CC2(O)C(=O)Nc3c(C)cccc32)c(OC)c1OC (stereo unspecified),.,2.9%,-3.2%,.,13.7%,.,.,.,2.7%
CC(=O)c1ccc(S(=O)(=O)N(C)CCCC(=O)N2CCN(c3ncccn3)CC2)cc1,7.4%,-0.5%,-5.0%,1.4%,0.4%,11.7,?,9.0%,-8.0%
O=C(COC(=O)COc1cccc(F)c1)Nc1nc2ccccc2s1,-6.0%,4.5%,25.4%,.,-0.4%,-4.1,?,?,-3.3%
O=C1c2ccccc2C(=O)c2c(/C=C/N3CCCCC3)ccnc21,?,0.0%,?,?,-10.4%,-107.1*,?,-5.4%,3.55µM*
Cc1ccc(N2C(=O)CC(N3CCc4ccccc43)C2=O)cc1Cl (stereo unspecified),5.4%,-0.5%,-11.8%,-0.8%,-0.2%,-3.3,i,-8.7%,-6.7%
Cc1ccc(NC(=O)C2CCCN(c3ncccn3)C2)cc1C (stereo unspecified),14.0%,5.2%,2.2%,53.4%[activator],-1.8%,-6.4,i,?,4.8%
CC(C)C1Cc2[nH][nH]c(=O)c2C(C2CC2)O1 (stereo unspecified),.,6.1%,.,1.6%,.,11.3,i,.,.
Nc1nnc(CSCc2ccc(F)cc2)s1,11.3%,0.0%,-13.1%,3.3%,10.0%,-6.5,i,-10.1%,-16.2%
Cc1nn2c(NCCCN(C)C)c3c(nc2c1-c1ccccc1)CCC3,2.6%,2.8%,2.0%,-12.0%,?,-11.0,?,?,-10.0%
CCOC(=O)C1=C(N)N2C(=O)C(C)SC2=C(C(=O)OCC)C1c1ccccc1 (stereo unspecified),-5.7%,0.0%,11.2%,4.1%,5.1%,-9.6,i,.,15.1%
C[C@H](NC(=O)c1ccccc1Cl)C(=O)OCC(=O)NNC(=O)c1cccs1,2.8%,-0.5%,-4.1%,-7.3%,4.8%,3.8,i,5.5%,0.8%
Cc1cccc(C(=O)Nc2nnc(COc3ccccc3)s2)c1,-3.5%,-0.2%,-2.4%,.,0.9%,-9.9,i,-15.4%,4.7%
Cc1ccc2[nH]c(=O)c(CNC(C)(C)C)cc2c1,19.4%,-0.3%,15.6%,-5.0%,-1.1%,-2.2,i,?,4.6%
O=C(NC(C(=O)N1CCCC1C(=O)O)=C1CCCCC1)c1ccccc1 (stereo unspecified),-7.5%,-0.5%,20.9%,-2.4%,2.6%,28.4,i,-3.4%,12.5%
CCCCNCC#CCOc1cc(C)ccc1C(C)C,1.8%,-0.3%,-11.7%,.,-6.2%,-69.9*,?,-2.4%,-7.3%
CC1=C(C(=O)Nc2ccccc2C)C(c2cccs2)NC(=S)N1 (stereo unspecified),2.3%,4.1%,0.0%,5.0%,16.5%,-7.0,i,11.0%,-3.9%
Cc1[nH]c(=O)cc2ccccc12,0.1%,-0.2%,-6.6%,4.2%,-5.2%,18.9,i,7.3%,11.0%
CCc1ccccc1NC1=NCC(=O)N1Cc1ccccc1,11.7%,-0.8%,-1.4%,2.7%,-8.5%,9.5,i,2.3%,-8.2%
CN(C)c1oc(/C=C/c2cccs2)nc1S(=O)(=O)c1ccccc1,18.4µM*,-0.1%,?,0.6%,0.4%,-10.5,i,?,-20.0%
O=C(NCCOc1ccc(F)cc1)c1ccccc1SCc1ccccc1,?,3.3%,0.0%,3.8%[11.3 µM],?,-108.1*,i,?,-0.7%
CN1CCN(C(=O)c2cnn(-c3cccc(F)c3)c2C2CCN(C(=O)OC(C)(C)C)CC2)CC1,.,0.5%,0.0%,.,2.0%,.,.,1.4%,-2.4%
COc1ccc(-c2noc(C(C)NC(=O)c3ccco3)n2)cc1OC (stereo unspecified),0.7%,5.9%,14.0%,-5.6%,-15.9%,28.9,i,-20.9%,2.1%
CCNCc1ccccc1OCc1ccccc1,9.1%,-0.7%,1.2%,-18.2%,-5.5%,-5.0,i,-10.7%,-0.4%
CCOC(=O)C1CCCN(Cc2nc(Cc3ccccc3Cl)no2)C1 (stereo unspecified),0.6%,-0.2%,0.5%,.,21.2%,13.5,i,8.6%,-5.0%
COC(=O)CCCC1=CC2=C(c3ccccc3)C(=O)C(C)(OC(=O)C3CCCC3)C(=O)C2=CN1CC1CC1 (stereo unspecified),-3.5%,0.5%,1.1%,-3.5%,-11.3%,14.9,i,1.8%,-7.1%
COc1ccccc1N1CCN(C(=O)C2CCN(S(=O)(=O)c3ccccc3)CC2)CC1,15.8%,-0.3%,-6.6%,-14.0%,5.4%,9.3,i,-1.0%,3.1%
C=CCN1C(=O)C(Cc2ccc(F)cc2)S/C1=N/N=C/c1ccco1 (stereo unspecified),12.2%,4.3%,11.1%,-1.0%,-2.8%,22.2,?,15.8%,-22.5%
COc1ccc(NC(=O)c2sc(=O)n(Cc3ccc(SC)cc3)c2C)cc1OC,.,7.0%,?,-4.9%,.,-10.7,i,.,1.4%
COc1ccc(OC)c(/C=C/C(=O)OCC(=O)Nc2cccc(C(C)=O)c2)c1,-4.0%,16.5%,-4.0%,-5.4%,0.4%,7.7,i,4.2%,4.6%
CC(=O)N1CCN(c2ccc(NC(=O)c3ccc(OCc4ccccc4)cc3)cc2)CC1,-1.9%,-0.5%,-6.8%,.,3.5%,12.6,?,-9.9%,6.9%
O=C(COC(=O)c1cccs1)NCCN1C(=O)CSC1=O,0.0%,0.4%,3.1%,3.8%,3.0%,11.1,i,?,4.7%
Cc1oc(-c2ccc(C(=O)NCc3ccc(F)cc3)cc2)nc1CS(=O)c1ccccc1 (stereo unspecified),.,6.7%,-9.2%,?,0.5%,.,?,?,-24.9%
Cc1ccccc1-n1c(SCC(=O)NC(N)=O)nc2sc(-c3ccccc3)cc2c1=O,?,4.2%,6.9%,0.0%,-1.9%,0.0,i,-23.7%,-20.8%

Assay outcomes deposited in PubChem by National Center for Advancing Translational Sciences (NCATS).
